Screening data deposited in PubChem BioAssay by Broad Institute.
RAD52 inh – inhibitors of human RAD52 DNA annealing. recombinant RAD52 DNA annealing, FRET fluorescence. inhibition, % at 18.7 µM. 360,000 tested, 0.46% active. AID 651710;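 active = every replicate showing at least 50% inhibition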
Target sequence (P43351 whole entry, looked up): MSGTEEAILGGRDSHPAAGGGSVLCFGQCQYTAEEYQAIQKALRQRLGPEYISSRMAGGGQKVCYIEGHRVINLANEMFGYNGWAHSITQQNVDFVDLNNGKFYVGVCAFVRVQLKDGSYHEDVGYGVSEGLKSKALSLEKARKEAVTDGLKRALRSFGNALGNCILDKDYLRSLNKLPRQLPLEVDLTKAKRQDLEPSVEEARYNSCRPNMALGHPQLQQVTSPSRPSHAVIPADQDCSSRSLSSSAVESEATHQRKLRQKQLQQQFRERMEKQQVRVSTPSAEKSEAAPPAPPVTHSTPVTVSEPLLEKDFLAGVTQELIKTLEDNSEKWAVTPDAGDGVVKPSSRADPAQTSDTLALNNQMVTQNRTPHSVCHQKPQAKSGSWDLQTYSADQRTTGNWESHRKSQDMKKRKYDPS
Xi reactivation – activators of X-chromosome reactivation in mouse fibroblasts; XiGFP mouse fibroblasts, % GFP-positive cells imaging, 3 d; cells co-treated with 5-aza-dC sensitizer; scaled so ellipticine positive control = 100%; activation, % at 7.58 µM; 360,000 tested, 0.055% active;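 active = mean normalized replicate activation at least 10% and every replicate at or above 10%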;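 note: 0% = median of on-plate neutral control wells and 100% = ellipticine 6 µM median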
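System: SV40-immortalized XiGFP fibroblast cells, line 68-5-11 / Incubation: 3-day compound exposure, then 15 min fixation at room temperature / Compound: single concentration per compound, delivered by pin transfer / Buffer or medium: DMEM plus 5-aza-dC sensitizer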
ERAP1 inh – ERAP1 (human) enzyme inhibition. Q9NZ08. recombinant ERAP1, Leu-AMC fluorescence, 60 min. inhibition, % at 10.7 µM. 340,000 tested, 0.15% active. AID 652197;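 active = mean replicate inhibition of at least 30%, or all replicates individually reaching that 30% level; inactive = mean below 30% and not every replicate reaching it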;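 note: 0% = neutral control wells and 100% = L-leucinethiol positive control wells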
INS-1E GSIS act – primary screen for activators of insulin secretion dependent on glucose, INS-1E cells, GLuc reporter luminescence; INS-1E GLuc reporter insulin secretion, 2-3 h; activation, % at 16.6 µM; 370,000 tested, 0.61% active;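 active = lowest replicate activation of at least 40%, so every replicate reaches that level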;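 note: 0% = median of neutral control wells and 100% = median of IBMX positive control wells; some compounds called inactive have numbers as strong as hits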
esBAF inh – SWI/SNF esBAF complex inhibition. mouse ES cells, Bmi1-luciferase knock-in reporter, 24 h; 100% = twice the neutral-well signal. reporter increase, % at 12.5 µM. 350,000 tested, 2% active; in the data active = activation above about 40%;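 note: 0% = median of the plate's neutral control wells and 100% = double that signal; a rise in the Bmi1 reporter signal indicates esBAF inhibition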
RAD54 branch – blocks human RAD54 Holliday junction branch migration. FAM/BHQ fluorescence. inhibition, % at 10.4 µM. AID 602329. 360,000 tested, 0.14% active;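 active = mean normalized replicate activity at least 40 and at least half of replicates scoring 40 or more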;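 note: 0% = median of neutral control wells and 100% = median of positive control wells; inhibitors cause a drop in the FAM fluorescence signal; in these data hits start at about 50%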
CFTR F508del cor – CFTR F508del correction in bronchial cells; CFBE cells, YFP halide quenching; stimulated with forskolin plus potentiator P3; % fluorescence drop versus neutral controls; activity (quench increase), % at 7.58 µM; 350,000 tested, 0.36% active; AID 720511;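 active = mean added fluorescence quench of at least 8% versus neutral control, with both replicates also reaching 8%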;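 note: cells transiently co-express mutant CFTR-F508del with the halide-sensitive YFP; corrector assay measuring rescue of mutant channel to the surface after 24 h compound exposure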
ARNT-TACC3 inh – disrupts binding between human ARNT and TACC3; AlphaScreen His-ARNT PAS-B/GST-TACC3 binding, luminescence; TACC3 fragment carries E629A point mutation; inhibition, % at 9.99 µM; 390,000 tested, 0.66% active;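 active = mean inhibition of replicates at least 50% and at least half of replicates each reaching 50%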;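 note: 0% = complete ARNT plus TACC3 wells and 100% = ARNT alone without TACC3; many hits fall short of the cut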
* marks the source's active call; other numbers are inactive results; / = not tested or not shown; & = joins results of further samples.

Start of the listing, in advance (4 entries):
SMILES	RAD52 inh	Xi reactivation	ERAP1 inh	INS-1E GSIS act	esBAF inh	RAD54 branch	CFTR F508del cor	ARNT-TACC3 inh
CCN(CC)CCCNc1nc(C)cc(COC)c1C#N	-5	0.1	1	6	/	/	0.3	-6
COc1ccc(CC(=O)NCCN2CCOCC2)cc1	0	-0.1	2	-2	-2	-12	-1.9	-13
CN1c2ccc(Br)cc2[C@H]2[C@H](CCN2S(=O)(=O)c2ccccc2F)[C@@H]1CO	-6	0.0	1	3	-3	2	1.5	6
COCC(=O)Nc1ccc2c(c1)OC[C@H](C)N(CC1CCCCC1)C[C@@H](C)[C@@H](OC)CN(C)C2=O	10	-0.4	-2	1	6	6	2.1	7

The listing, previewed entries included:
SMILES	RAD52 inh	Xi reactivation	ERAP1 inh	INS-1E GSIS act	esBAF inh	RAD54 branch	CFTR F508del cor	ARNT-TACC3 inh
CCN(CC)CCCNc1nc(C)cc(COC)c1C#N	-5	0.1	1	6	/	/	0.3	-6
COc1ccc(CC(=O)NCCN2CCOCC2)cc1	0	-0.1	2	-2	-2	-12	-1.9	-13
CN1c2ccc(Br)cc2[C@H]2[C@H](CCN2S(=O)(=O)c2ccccc2F)[C@@H]1CO	-6	0.0	1	3	-3	2	1.5	6
COCC(=O)Nc1ccc2c(c1)OC[C@H](C)N(CC1CCCCC1)C[C@@H](C)[C@@H](OC)CN(C)C2=O	10	-0.4	-2	1	6	6	2.1	7
COCc1cc(C)nc(OCC(=O)N/N=C/c2ccccc2)c1C#N	-10	0.0	7	2	1	/	-1.7	19
CC(C)N1C(=O)c2ccccc2NC(=O)C1C(=O)NCc1cccs1 (stereo not given)	-11	0.0	/	17	/	/	-2.0	/
C[C@@H]1CN([C@H](C)CO)C(=O)c2cc(/C=C/c3ccccc3)cnc2O[C@@H]1CN(C)C(=O)CN1CCOCC1	2	-0.5	0	0	-12	-17	1.2	27
Cc1cc(-c2cccnc2)c(C#N)c(SCC#N)n1	8	/	-3	7	-1	10	-0.7	0
COc1ccc(NC(=O)N[C@@H]2C=C[C@@H](CC(=O)NCc3ccccn3)O[C@H]2CO)cc1	-5	0.1	0	3	-8	0	-1.2	-9
CCOC(=O)c1ccc(NC(=O)Cn2cc3c(n2)CCC(C)C3)cc1 (stereo not given)	-8	0.3	/	3	-1	6	-0.9	/
CO[C@H]1CN(C)C(=O)c2cc(NC(=O)CC(F)(F)F)ccc2OC[C@@H](C)N(C(=O)C2CCOCC2)C[C@@H]1C	-42	0.1	2	1	/	/	-2.3	/
COc1ccc(S(=O)(=O)Nc2ccc3c(c2)C(=O)N([C@@H](C)CO)C[C@@H](C)[C@H](CN(C)CC2CCCCC2)O3)cc1	3	0.0	2	6	1	0	1.8	-1
C[C@H]1CN([C@@H](C)CO)C(=O)CCCn2nncc2CO[C@H]1CN(C)Cc1ccncc1	/	-0.2	/	-6	0	/	0.6	/
O=C(CSc1nc2ccccc2c(=O)n1-c1ccccc1F)NC1CCS(=O)(=O)C1 (stereo not given)	8	0.1	-1	/	-4	-3	0.6	5
S=c1nccc(-c2ccc3c(c2)CCO3)[nH]1	-21	0.1	6	15	/	4	-0.1	-17
O=C(CCl)Nc1cc2[nH]c(=O)[nH]c2cc1Br	-6	0.5	-2	13	/	/	-11	2
COc1nccnc1NS(=O)(=O)c1ccc(NC(=O)c2ccccc2Br)cc1	-8	0.4	1	19	-6	-9	0.7	2
CCCNC(=O)N1CC2(CCN(C(=O)C3CCOCC3)CC2)c2c([nH]c3cc(OC)ccc23)[C@@H]1CO	10	0.1	0	11	/	/	-0.1	/
CC(Sc1nnc(COc2ccc(Cl)cc2)n1Cc1ccco1)C(=O)N1CCNC1=O (stereo not given)	-23	0.0	-2	-10	-6	-11	0.9	2
CS(=O)(=O)Cc1ccc(C(=O)NNC(=O)c2cc(-c3ccccc3)n[nH]2)cc1	-7	0.3	4	21	-2	-9	0.7	20
CCOc1cccc2cc(C(=O)NCc3ccc(C)cc3)c(=N)oc12	-9	0.2	2	2	-3	-2	-4.2	6
Cc1noc(C)c1NC(=O)Nc1ccc2c(c1)C(=O)N([C@@H](C)CO)C[C@@H](C)[C@@H](CN(C)C(=O)C1CCCCC1)OCCCC[C@@H](C)O2	-4	-0.1	-1	10	4	-4	-0.1	-7
NCC1CCN(c2nc3ccccc3c3c2CCCC3)CC1	-15	-0.1	1	44	/	/	2.9	4
CN1C(=O)c2cc(NC(=O)C3CCCCC3)ccc2OC[C@H]2O[C@H](CC(=O)NC3CCCC3)CC[C@H]21	0	0.0	1	-34	12	-2	0.1	-10
CC(C)N1CCCC(CNC(=O)CCc2nnc(CCCCc3ccccc3)o2)C1 (stereo not given)	-16	0.0	0	-4	/	/	-2.9	-12

The list continues:
SMILES	RAD52 inh	Xi reactivation	ERAP1 inh	INS-1E GSIS act	esBAF inh	RAD54 branch	CFTR F508del cor	ARNT-TACC3 inh
CCOC(CCn1c(SCC(=O)NC2CCCC2)nc2ccccc2c1=O)OCC	-6	0.2	0	4	-5	-6	-1.9	-2
CC(C)CCNC(=O)Cn1c(=O)oc2cc(S(=O)(=O)N3CCc4ccccc43)ccc21	-22	-0.1	-1	-23	7	2	-0.2	-6
CC(C)NC(=O)N(C)C[C@@H]1Oc2ncc(C#CC3(O)CCCC3)cc2C(=O)N([C@H](C)CO)C[C@@H]1C	-8	0.1	-4	26	0	-7	0.8	-1
COc1ccc(NC(=O)CSc2nc3c(c(=O)n2C)SCC3)cc1OC	-5	-0.1	0	-2	2	6	-1.6	4
C/C(=N\NC(=O)CNc1cccc2ccccc12)c1ccc(Br)s1	-3	0.1	0	-8	/	/	2.0	-19
O=C(NCCCCc1ccccc1)C1CC(c2ccc([N+](=O)[O-])cc2)=NO1 (stereo not given)	-15	0.0	-1	-6	11	2	1.2	2
Cc1ccc(S(=O)(=O)N2C[C@H]3[C@H]4C(=O)N(c5ccccc5)C(=O)[C@H]4CC(=O)[C@H]3[C@@H]2c2cccc3ccccc23)cc1	-5	0.1	/	5	-6	0	1.2	/
Cc1ccc(OCC(=O)Nc2ccc3c4c(cccc24)CC3)c(C)c1	-7	0.1	-6	-4	/	/	2.2	/
O=C(NCCCN1CCOCC1)c1ccc(CS(=O)(=O)c2c(Cl)cccc2Cl)o1	-3	0.3	/	8	0	4	-4.3	2
Cc1cccc2nc(-c3cccc(NC(=O)c4ccc(Cl)cc4)c3)cn12	-41	0.0	3	/	-40	-4	-1.8	-4
COc1ccc(NC(=O)c2ccccc2N(Cc2ccccc2)S(C)(=O)=O)c(OC)c1	-7	1.2	0	-18	6	-13	-5.0	-7
Cc1nc2cc(NCc3cc([N+](=O)[O-])ccc3O)ccc2n1Cc1ccccc1	-7	0.2	0	2	2	0	6.8	/
Cn1nc(C(=O)OCc2ccc(Br)cc2F)c2ccccc2c1=O	-1	0.0	4	-50	/	/	-0.2	1
CC12CC3CC(C)(C1)CC(C(=O)NCc1ccncc1)(C3)C2	-22	0.1	-5	12	-6	-16	-3.1	0
C[C@@H]1CN([C@H](C)CO)C(=O)c2cc(NS(C)(=O)=O)ccc2O[C@@H](C)CCCCO[C@@H]1CN(C)Cc1ccncc1	-6	0.0	0	5	0	2	-2.0	-9
Cc1c(Br)c([N+](=O)[O-])nn1CC(=O)NCc1ccco1	-18	0.0	-7	1	/	-2	-1.3	-2
CCCNC(=O)N1C[C@@H](O)COC[C@@H]2O[C@H](CC(=O)OC)CC[C@H]21	-20	0.1	-1	7	0	-1	-0.5	-4
O=C(NCC[C@@H]1CC[C@H](NS(=O)(=O)c2ccc(F)cc2)[C@H](CO)O1)Nc1ccc(Cl)cc1	-19	0.4	2	-20	12	3	0.7	7
CNC(=O)C[C@H]1C(=O)N(c2ccc(Br)cc2)C[C@@H]1C	-10	0.6	9	0	1	-1	-0.3	/
CC(C)NC(=O)N(C)C[C@H]1Oc2c(NC(=O)Nc3ccc4c(c3)OCO4)cccc2C(=O)N([C@@H](C)CO)C[C@H]1C	/	0.1	/	10	-1	4	-5.3	-18
Cc1ccccc1N(CC(=O)NCCc1ccccc1)C(=O)CCC(=O)Nc1ccccn1	-12	0.5	-2	7	0	-3	2.1	6
C[C@@H]1CN([C@H](C)CO)C(=O)Cc2cc(NS(C)(=O)=O)ccc2O[C@@H]1CN(C)C(=O)Nc1ccc(F)cc1	4	-0.3	-1	-9	4	11	3.8	-4
O=C(c1ccccc1F)N1CC(=O)N2[C@H](CO)[C@@H](c3ccc(-c4ccc(F)cc4)cc3)[C@H]2C1	-8	0.2	2	-26	/	/	5.9	/
COc1cc2[nH]c(=S)n(Cc3ccc(C)cc3)c(=O)c2cc1OC	-6	0.2	13	-2	/	/	-5.6	1
Clc1ccccc1CN1CCN(CCCc2ccccc2)CC1	1	0.0	1	3	/	/	2.7	2

Next part:
SMILES	RAD52 inh	Xi reactivation	ERAP1 inh	INS-1E GSIS act	esBAF inh	RAD54 branch	CFTR F508del cor	ARNT-TACC3 inh
C[C@H](CO)N1C[C@H](C)[C@H](CN(C)S(=O)(=O)c2ccccc2)Oc2cc(-c3cccc(F)c3)ccc2S1(=O)=O	-10	-0.4	-2	-24	0	-15	0.6	-10
CSc1ccccc1NC(=O)COc1ccc(Cl)cc1C	-8	0.6	-4	4	/	/	/	-5
CC(=O)c1c(C)[nH]c2ccccc2c1=O	2	/	-2	11	-7	-5	/	-8
CC(C)(C)OC(=O)N/N=C/c1cccc([N+](=O)[O-])c1	-6	0.0	4	5	/	/	2.0	23
Cn1c(CN2CCOCC2)nc2cc(NC(=O)COc3ccccc3)ccc21	-17	-0.1	-3	6	-1	1	-1.8	2
CC(=O)n1cc([C@@H]2C=C(C(=O)N3CCOCC3)O[C@H](OCCCCO)C2)c2ccccc21	-9&-6	0.2	-1&0	/	-2	-4	0.3&-0.5	0
COc1cc2c(cc1OC)C(c1cccc(Cl)c1Cl)CC(=O)N2 (stereo not given)	-4	0.0	-2	9	3	-9	2.2	0
C[C@@H]1CN([C@H](C)CO)C(=O)CCCn2cc(nn2)CO[C@H]1CN(C)S(=O)(=O)c1ccc2c(c1)OCCCO2	-9&6	0.2&-0.6	-4&-5	1&1	3&0	-5&8	3.1&1.6	-11
CCN(C[C@H]1N[C@@](Cc2ccccc2)(C(=O)OC)[C@H]2C(=O)N(C)C(=O)[C@@H]12)C(=O)Nc1ccc(C(F)(F)F)cc1	-4	0.5	2	-12	-1	2	1.2	-2
O=C(c1cc2ccccc2cc1O)N1CCCC(C(F)(F)F)C1 (stereo not given)	-6	0.1	-3	-41	3	0	0.4	-11
O=C(CNCC1CCCO1)Nc1ccc([N+](=O)[O-])cc1C(=O)Nc1ccccc1F (stereo not given)	-12	0.0	3	-1	-9	-14	-2.2	0
C[C@@H]1CN([C@@H](C)CO)C(=O)Cc2cc(NC(=O)Cn3cnnn3)ccc2O[C@H]1CN(C)C(=O)Nc1ccccc1	-14	-0.7	-2	9	-8	11	0.6	-3
Cc1ccc(/C(N)=N/OC(=O)N2CCOCC2)cc1	-6	/	0	3	17	-3	/	0
COc1ccc(Cl)cc1NC(=O)N(C)Cc1c(C)nn(C)c1C	/	/	/	15	4	7	/	-1
COc1ccc(-c2noc(=O)n2Cc2ccc(C#N)cc2)cc1	-3	0.0	1	0	-5	7	3.8	13
Fc1ccc(OCc2nn[nH]n2)c(F)c1	-10	0.1	2	-5	-11	4	0.7	1
COc1ccc(C(=O)/C=C/Nc2ccc(S(=O)(=O)Nc3cccc(C(C)=O)c3)cc2)cc1	/	-0.1	/	-33	/	4	/	-6
Cc1c(C(=O)N2CCCCC2)c(S(=O)(=O)N2CCN(c3ccc(F)cc3)CC2)c(C)n1C	-11	0.2	3	-16	2	0	2.9	/
